C2C12 statin = protects C2C12 myotubes from simvastatin toxicity. ATP luminescence, 48 h; scaled: DMSO 0, geranylgeraniol control 100. rescue of ATP level, % at 7.49 µM. 330,000 compounds, 0.78% hits;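 active = mean ATP rescue above about 67%, or every replicate alone reaching that limit, limit read from the data, passing the limit was not always enough; inconclusive = no clear call, values can overlap the other calls; inactive = mean under the limit and some replicate under it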;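 also: myotubes were challenged with 10 µM simvastatin during compound exposure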
Cneo AK release = causes C. neoformans cell lysis; lysis activity, % at 15 µM; 360,000 compounds, 0.2% hits; adenylate kinase release luminescence, 4 h; normalised: neutral wells 0, clomiphene wells 100;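 active = mean lysis activity across replicates of at least 80%, whatever share of replicates individually reach that level; inactive = mean lysis activity below 80%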
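Material – Cryptococcus neoformans yeast cells · Quantity – 5 × 10^6 yeast cells/mL · Buffer or medium – YPD medium · Compound – single dose · Timing – 4 h static compound exposure, 37 °C, read 1 h post-reagent · Signal – adenylate kinase release luminescence · Read-out basis – lysis from increased AK signal · Benchmarks – Clomiphene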
miR122 inh = miR-122 inhibition in Huh7 cells | Huh7 miR-122 Renilla luciferase sensor, 48 h; neutral wells = 0, positive control = 100 | activation (reporter increase), % at 12.5 µM | 340,000 compounds, 0.3% hits;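 active = mean replicate activation score at least 90 and every replicate individually at or above 90; inconclusive = only one of the two criteria met; inactive = neither criterion met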;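 also: higher luciferase means less miR-122 activity so hits act as miR-122 inhibitors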
ARNT-TACC3 inh = disruptors of human ARNT/TACC3 interaction; Q9Y6A5; AlphaScreen His-ARNT PAS-B/GST-TACC3 binding, luminescence; TACC3 fragment carries E629A point mutation; inhibition, % at 9.99 µM; 390,000 compounds, 0.66% hits; AID 623870;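 active = mean inhibition of replicates at least 50% and at least half of replicates each reaching 50%; inconclusive = half or more replicates reach 50% but mean below 50%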;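 also: 0% = complete ARNT plus TACC3 wells and 100% = ARNT alone without TACC3; many hits fall short of the cut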
esBAF inh = inhibitors of esBAF chromatin remodeling in mouse ES cells; Bmi1-luciferase knock-in reporter, 24 h; 100% = twice the neutral-well signal; 350,000 compounds, 2% hits; reporter increase, % at 12.5 µM; in the data active = activation above about 40%; inconclusive = no clear call, values can overlap the other calls;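 also: 0% = median of the plate's neutral control wells and 100% = double that signal; a rise in the Bmi1 reporter signal indicates esBAF inhibition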
ERp5 inh = blocks human ERp5 reductase activity on insulin | ERp5 insulin aggregation, absorbance 650 nm, 90 min | inhibition, % at 9.99 µM | 350,000 compounds, 0.05% hits;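 active = mean replicate inhibition above about 25%, with every replicate also reaching it, limit read from the data, passing the limit was not always enough; inconclusive = only one of those two criteria met; inactive = neither criterion met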
Target sequence (Q15084 whole entry, looked up): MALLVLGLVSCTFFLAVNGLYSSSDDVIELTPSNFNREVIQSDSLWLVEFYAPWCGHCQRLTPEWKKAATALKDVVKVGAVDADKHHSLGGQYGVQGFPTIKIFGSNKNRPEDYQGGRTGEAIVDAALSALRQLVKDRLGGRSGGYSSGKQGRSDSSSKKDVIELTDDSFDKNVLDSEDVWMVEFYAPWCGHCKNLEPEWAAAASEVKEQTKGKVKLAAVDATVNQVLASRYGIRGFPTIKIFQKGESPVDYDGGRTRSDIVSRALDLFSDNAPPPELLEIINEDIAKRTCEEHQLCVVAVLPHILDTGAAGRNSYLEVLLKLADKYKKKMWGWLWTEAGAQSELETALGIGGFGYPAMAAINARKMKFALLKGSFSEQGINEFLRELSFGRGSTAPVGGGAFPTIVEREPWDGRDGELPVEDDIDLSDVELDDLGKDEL
SIRT5 inh = sirtuin-5 (human) deacylase inhibition | 330,000 compounds, 1.1% hits | Purified SirT5, succinyl-peptide AMC, trypsin-coupled fluorescence | Q9NXA8 | AID 652115 | inhibition, % at 15 µM; in the data active = inhibition above about 15%; inconclusive = no clear call, values can overlap the other calls
Target sequence (Q9NXA8 whole entry, looked up): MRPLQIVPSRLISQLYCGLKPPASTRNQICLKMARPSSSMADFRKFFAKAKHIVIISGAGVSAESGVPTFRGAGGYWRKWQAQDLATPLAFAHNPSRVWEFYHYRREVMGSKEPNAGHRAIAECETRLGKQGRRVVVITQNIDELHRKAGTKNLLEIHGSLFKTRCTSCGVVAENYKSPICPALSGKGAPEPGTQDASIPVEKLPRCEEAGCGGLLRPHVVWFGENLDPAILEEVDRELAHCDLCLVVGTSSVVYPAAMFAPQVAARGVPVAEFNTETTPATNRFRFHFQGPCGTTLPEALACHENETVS
Starred values were filed as active, the others as inactive; ? = inconclusive; / = no result given; [ ] = remark or other dose.

SMILES | C2C12 statin | Cneo AK release | miR122 inh | ARNT-TACC3 inh | esBAF inh | ERp5 inh | SIRT5 inh
Cc1ccc(NC(=O)CCNC(=O)c2ccc(Br)cc2)nc1 | 6 | -4 | -2 | 34 | 19 | 5 | -12
COc1cc(N2CCC(O)CC2)ccc1Nc1nnc(Cl)c(Nc2ccccc2S(C)(=O)=O)n1 | -34 | -1 | -7 | 6 | -3 | / | /
O=C(Cc1cn2ccsc2n1)Nc1ccccc1Oc1ccccc1 | 101* | / | 5 | -3 | -5 | / | /
CN(C)Cc1cn(CC[C@@H]2CC[C@@H](NC(=O)Cc3cccnc3)[C@@H](CO)O2)nn1 | 2 | 50 | / | -1 | 1 | -1 | 3
c1ccc(CN2CCOCCOCCOCCOCCOCCOCC2)cc1 | / | -1 | / | -2 | / | 1 | -1
CCc1nc2c(OCc3ccccc3)cccn2c1N(C)C(=O)c1ccc2c(c1)OCO2 | 22 | 8 | 4 | / | -2 | -7 | -3
Cc1ccc(/C(N)=N/OC(=O)C23CC4CC(CC(C4)C2)C3)cc1 | -13 | 0 | -3 | -12 | ? | / | /
Cc1ccc(-c2onc3ccc(Br)cc23)cc1 | 0 | 1 | -3 | -6 | 19 | -2 | 1
Cc1ccc2c(COC(=O)CC3Sc4ccccc4NC3=O)cc(=O)oc2c1C (stereo not drawn) | / | 0 | -7 | -6 | / | 3 | 4
O=C(O)/C=C/C(=O)Nc1ccc(C(=O)c2ccccc2)cc1 | / | / | / | 2 | / | -7 | 2
C[C@H](CO)N1C[C@H](C)[C@H](CN(C)C(=O)C2CC2)Oc2ncc(C#CC3CCCC3)cc2C1=O | -2 | 0 | 11[16.7 µM] | 15 | 1 | -6 | 1
Cc1ccc(CN(C(=O)c2ccccc2C)C2CCS(=O)(=O)C2)o1 (stereo not drawn) | / | 0 | -11 | -3 | / | 3 | -2
CCCCC1CCC(C(=O)Nc2ccccc2N2CCOCC2)CC1 (stereo not drawn) | -10 | 2 | -4 | -3 | 13 | -1 | -7
N#CC1=C(N)OC2=C(C(=O)CCC2)C12C(=O)N1CCCc3cccc2c31 (stereo not drawn) | 34 | 0 | -1 | -6 | -14 | / | /
COc1ccc(Cl)cc1S(=O)(=O)N1CCN=C1Cc1ccccc1 | 4 | 1 | / | 22 | 1 | 3 | -1
C[C@@H]1CN([C@H](C)CO)C(=O)c2cc(C#CC3(O)CCCC3)cnc2O[C@@H]1CN(C)C(=O)C1CCCCC1 | 7 | 3 | 1[16.7 µM] | -1 | 4 | -4 | 0
CC(=O)c1sc(-c2ccc(F)cc2F)nc1C | -11 | 1 | 1 | -25 | 9 | 0 | -6
CCOC(=O)c1ccc(NC(=O)Cn2nc(C)c3ccccc3c2=O)cc1 | 3 | 19 | 6 | 1 | 6 | 1 | -1
O=C(O)CCC1(c2ccccc2)NC(=O)NC1=O (stereo not drawn) | / | / | / | -1 | / | 1 | 0
Cc1cn([C@H]2C[C@H](O)[C@@H](CNC=O)O2)c(=O)[nH]c1=O | -9 | 1 | -1 | / | -5 | 5 | 2
CCCCc1nc(C(N)=O)c2[nH]c(=O)n(-c3ccc(OCC)cc3)c2n1 | 13 | -5 | -1 | 0 | -5 | -10 | -5
CCOC(=O)N1CCC(NC(=O)C2CCCN(c3nc4ccccc4o3)C2)CC1 (stereo not drawn) | -7 | 6 | -5 | -2 | -1 | / | /
S=C(NCCNC(=S)Nc1ccccc1)Nc1ccccc1 | 2 | 1 | 16 | 2 | -1 | 3 | 1
C[C@@H]1CCCCO[C@@H](CN(C)C)[C@H](C)CN([C@@H](C)CO)C(=O)c2cc(NC(=O)CCC(F)(F)F)ccc2O1 | -39 | 2 | -10[16.7 µM] | 6 | 2 | -3 | 17*
Cc1ccc(-n2c(N)c(C(=O)N3CCCCC3)sc2=S)cc1 | -1 | 3 | 13 | 10 | 1 | / | /

Continuation.
SMILES | C2C12 statin | Cneo AK release | miR122 inh | ARNT-TACC3 inh | esBAF inh | ERp5 inh | SIRT5 inh
Cc1ccc(OC(=O)c2cccnc2)cc1 | -6 | 0 | -8 | -4 | -3 | -1 | -1
Cc1cc(=O)oc2c3c(cc(OCC(=O)NC(C)C)c12)OC(C)(C)CC3 | -8 | 0 | 8 | -1 | 0 | 3 | -48
N#C[C@H]1[C@H](c2ccc(C#Cc3ccc(F)cc3)cc2)[C@H](CO)N1c1nc(-c2ccccc2)cs1 | 58 | -3 | / | -10 | 6 | -1 | -1
O=C(Nc1ccc(S(=O)(=O)N2CCCc3ccccc32)cc1)C1CCCO1 (stereo not drawn) | -2 | / | 9 | 7 | 0 | 4 | 7
O=c1ccc2cc(S(=O)(=O)N3CCN(c4ccccc4F)CC3)ccc2[nH]1 | 5 | 2 | 2 | 0 | 8 | 1 | 2
O=C(COc1ncnc2c(Cl)cc(Cl)cc12)N1CCCCC1 | -18 | / | -16 | 0 | -2 | 5 | -4
CC(C)CC(=O)NC(Nc1ccccc1F)C(Cl)(Cl)Cl (stereo not drawn) | 8 | 1 | -1 | -9 | 5 | / | /
Cc1ccc(S(=O)(=O)N2CCCCC2)cc1NC(=O)c1cccnc1 | / | / | / | -1 | / | 4 | 2
CCOc1cc2[nH]c(=O)n(CCc3ccc(OC)c(OC)c3)c(=O)c2cc1OCC | -12 | -4 | -2 | 0 | -3 | / | /
CCN1C(=O)c2cccc3c(S(=O)(=O)Nc4c(C)n(C)n(-c5ccccc5)c4=O)ccc1c23 | / | 1 | -11 | 10 | -11 | / | /
C[C@H](CO)N1C[C@H](C)[C@H](CN(C)S(=O)(=O)c2ccccc2)Oc2ccc(NS(=O)(=O)c3ccc(F)cc3)cc2CC1=O | 7 | -3 | 1[16.7 µM] | 0 | -4 | -3 | 0
C[C@H](CO)N1C[C@H](C)[C@H](CN(C)C(=O)Nc2ccccc2)OCCCC[C@H](C)Oc2ccc(NC(=O)Cc3ccccc3)cc2C1=O | / | -7 | -1[16.7 µM] | -13 | 6 | 2 | -1
Cc1cc(NC(=O)c2ccno2)no1 | 2 | 2 | -3 | -2 | -9 | -4 | 19*
CS(=O)(=O)N(CC(=O)N1CCOCC1)c1ccccc1Br | -10 | -2 | -3 | -4 | -12 | 0 | -1
O=C(NCC(=O)N1CCN(C/C=C/c2ccccc2)CC1)c1ccc(OC(F)F)cc1 | 1 | 0 | / | 5 | -1 | 0 | -2
COc1ccccc1NC=C1C(=O)OC2(CCCCC2)OC1=O | -19 | 0 | -6 | -7 | 8 | / | /
Cc1ccc(C(=O)NC(C)c2ccccc2)cc1S(=O)(=O)N1CCOCC1 (stereo not drawn) | 6 | -2 | 2 | / | 5 | 2 | -4
CN(C(=O)COC(=O)c1cc2ccccc2oc1=O)C1CCCCC1 | 5 | 1 | / | -3 | 1 | 1 | -5
CN(C)c1ncnc2c1ncn2[C@H]1CN(Cc2cccnc2)C[C@@H](CO)O1 | -2 | -1 | 0 | / | 4 | -15 | 5
N#Cc1ccc(/C=N/NC(=S)Nc2ccc(S(=O)(=O)N3CCOCC3)cc2)cc1 | 0 | -3 | 4 | 0 | -6 | 5 | -2
O=C(CC1SC(N2CCCCC2)=NC1=O)Nc1cccc(C(F)(F)F)c1 (stereo not drawn) | 0 | -4 | -3 | 24 | -7 | / | /
CSc1nncc(/C(C)=N/O)n1 | / | 1 | -10 | -8 | / | 3 | 2
CCOCCCn1c(SCC(=O)Nc2ccc3[nH]c(=O)[nH]c3c2)nc2ccccc2c1=O | / | / | / | -1 | / | -2 | 6
CC(C)C#Cc1ccc([C@H]2[C@H](CO)N3CCCCN(C(=O)c4ccc5c(c4)OCO5)C[C@@H]23)cc1 | / | -2 | -22[16.7 µM] | 10 | / | 14 | 4
COc1ccc(-c2ccc3nnc(SCC(=O)Nc4ccc(NC(C)=O)cc4)n3n2)cc1 | / | / | / | 4 | / | 3 | -3

Carrying on.
SMILES | C2C12 statin | Cneo AK release | miR122 inh | ARNT-TACC3 inh | esBAF inh | ERp5 inh | SIRT5 inh
Cc1c(C)c2ccc(O)c(CN3CCCC3)c2oc1=O | -2 | -3 | -18 | 3 | -5 | 1 | -117
Cn1c(CNC(=O)OC(C)(C)C)nnc1SCc1c(Cl)cccc1Cl | 10 | 3 | / | -3 | 4 | -6 | -7
CCN(CC)S(=O)(=O)c1ccc(N2CCOCC2)c(NC(=S)NC(=O)c2ccco2)c1 | / | -5 | -3 | 5 | / | -4 | 1
O=C(CN(C(=O)CCC(=O)Nc1ccccn1)c1ccc(F)cc1)NCc1ccc(F)cc1 | 10 | 1 | / | 2 | 2 | -3 | /
Cc1c(NC(=O)C(C)OC(=O)COc2cccc3c2OC(C)(C)C3)c(=O)n(-c2ccccc2)n1C (stereo not drawn) | 114* | 9 | 0 | -48 | 2 | / | /
COc1ccc2nc(SCC(=O)Nc3ccccc3C)[nH]c2c1 | -13 | 0 | 2 | 3 | 5 | / | /
C[C@H](CO)N1C[C@H](C)[C@H](CN(C)C)Oc2ccc(NC(=O)Nc3ccccc3)cc2C1=O | 0 | -1 | 2[16.7 µM] | 9 | -1 | 6 | 0
CC(C)OC(=S)N/C(=N\S(=O)(=O)c1ccccc1)c1ccccc1 | 4 | 0 | / | -12 | -2 | / | /
CCN(CC)S(=O)(=O)c1ccc(C(=O)OCCN2C(=O)CCC2=O)cc1 | 3 | -4 | / | -3 | -3 | -5 | -1
Cc1noc(C)c1NC(=O)N(C)C[C@@H]1Oc2ncc(C3=CCCC3)cc2C(=O)N([C@H](C)CO)C[C@@H]1C | -9 | -1 | -19[16.7 µM] | -2 | 7 | 1 | 8
CCc1ccccc1OCC(=O)Nc1cccc(S(=O)(=O)NCc2ccco2)c1 | -7 | -1 | 34 | 4 | 3 | -11 | -3
COc1cccc(CN(C(=O)/C=C/c2ccco2)C2CCS(=O)(=O)C2)c1 (stereo not drawn) | 0 | 11 | / | 9 | 12 | 0 | 2
COC(=O)c1cc2occc2n1CC(=O)N(C)C1CCCCC1 | / | / | / | 4 | / | -3 | -3
COC(=O)C1(C)CCC(C(=O)Nc2ccccc2)C1(C)C (stereo not drawn) | / | / | / | -1 | / | 2 | -5
COC(=O)c1ccc(-c2ccc(/C=N/N3C(=O)C4C5C=CC(CC5)C4C3=O)o2)cc1 (stereo not drawn) | 2 | / | -1 | 0 | 60* | 6 | -7
COc1ccc(N(CC(=O)Nc2nccs2)S(=O)(=O)c2c(C)[nH]c(=O)[nH]c2=O)cc1 | / | / | / | -4 | / | -1 | 0
CN1CCN(C(=O)C[C@H]2CC[C@H](NC(=O)Cc3ccccn3)[C@@H](CO)O2)CC1 | -7 | -5 | 0[16.7 µM] | -1 | 3 | -2 | 0
CCc1ccc(N(CC(=O)NC2CCCC2)C(=O)CCC(=O)Nc2ccccn2)cc1 | 2 | -2 | / | -2 | 6 | 1 | 2
c1ccc2ncc(-n3ccnc3)cc2c1 | 1 | 0 | 2 | / | 0 | 4 | 2
C[C@@H]1CN([C@H](C)CO)C(=O)c2cccc(NS(=O)(=O)c3ccccc3)c2O[C@@H]1CN(C)S(=O)(=O)c1ccc(F)cc1 | 12 | 4 | 1[16.7 µM] | 4 | -3 | / | /

Among those listed so far, 5 contain an aryl thioether with sulfur outside any ring.
SMILES | C2C12 statin | Cneo AK release | miR122 inh | ARNT-TACC3 inh | esBAF inh | ERp5 inh | SIRT5 inh
CSc1nncc(/C(C)=N/O)n1 | / | 1 | -10 | -8 | / | 3 | 2
CCOCCCn1c(SCC(=O)Nc2ccc3[nH]c(=O)[nH]c3c2)nc2ccccc2c1=O | / | / | / | -1 | / | -2 | 6
COc1ccc(-c2ccc3nnc(SCC(=O)Nc4ccc(NC(C)=O)cc4)n3n2)cc1 | / | / | / | 4 | / | 3 | -3
Cn1c(CNC(=O)OC(C)(C)C)nnc1SCc1c(Cl)cccc1Cl | 10 | 3 | / | -3 | 4 | -6 | -7
COc1ccc2nc(SCC(=O)Nc3ccccc3C)[nH]c2c1 | -13 | 0 | 2 | 3 | 5 | / | /

From PubChem BioAssay
